Compound activity: PubChem BioAssay, University of Kansas High Throughput Screening Laboratory
mHTT CaM bind: disrupts binding of mutant huntingtin to calmodulin. 190,000 compounds, 3.6% hits. AlphaScreen His-mHTT/GST-CaM binding, luminescence. AID 1671202. P42858. inhibition, % at 15 µM;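 also: 0% = both proteins with DMSO and 100% = one protein alone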
Pf apPOL inh: Pf-apPOL DNA polymerase inhibition. AID 1794808. 210,000 compounds, 0.25% hits. Recombinant Pf-apPOL, molecular beacon fluorescence, 1.5 h. inhibition, % at 10 µM
An asterisk follows results filed as active; . = not tested or not shown; & = joins results of further samples. Rule as the data show it: active = inhibition above about 50%; inactive = the rest. Rows are unselected; 3.7% or so of the library scored in one or more.

mol | mHTT CaM bind | Pf apPOL inh
O=C1c2ccc(Br)cc2C(=O)N1c1cccc(C(F)(F)F)c1 | -8 | 2
COc1ccc(-n2ncc3c(Nc4ccc(Cl)cc4)ncnc32)cc1 | 4 | -4
CC1(C(=O)NCc2ccccc2)CCCN(C(=O)c2ccc(Cl)cc2)C1 (configuration not stated) | -4 | 9
CCOCCCNC(=O)NC1CCN(c2nc3ccccc3n(C)c2=O)CC1 | 5 | 2
CCOC(=O)c1c(NC(=O)CSc2nnc3[nH]c(=O)ccn23)sc2c1CCCC2 | -10 | -14
NC(=O)c1ccc(NC(=O)CSc2nc(C(F)(F)F)cc(=O)[nH]2)cc1 | -22 | -1
COCCNC(=O)C1(C)CCC(=O)N1Cc1ccc(OC)cc1OC (configuration not stated) | 7 | 0
Cc1nc(O)c(C(c2cccc([N+](=O)[O-])c2)c2c(O)nc(C)[nH]c2=O)c(=O)[nH]1 | 3 | 2
O=C(O)C1CC(=O)N(C2CCCC2)C1 (configuration not stated) | -2 | 4
Cc1ccc(C)n1-c1ccc(Cc2ccncc2)cc1 | 65* | -4
CCCCC(C(=O)O)N1C(=O)c2ccc(C(=O)O)cc2C1=O (configuration not stated) | -2 | -2
O=C(c1ccccc1F)N1CCN(C(=O)c2nnn3c2COC(c2ccccc2)C3)CC1 (configuration not stated) | 9 | -1
COc1ccc(C)cc1N1CCN(C(=O)c2cccs2)C(C)C1=O (configuration not stated) | -9 | -3
CCOc1ccccc1NC(=O)N1CCCC1c1cc(CC)no1 (configuration not stated) | -4 | 3
COc1ccc(N2CCN(C(=O)c3csc(-c4cccnc4)n3)CC2)cc1 | 12 | -3
Cc1ccc(NC(=O)/C(=C/c2cccs2)NC(=O)c2ccco2)cc1 | -4 | 35
CC(C)(C)NC(=O)NNC(=O)c1sccc1OCc1ncc(C(F)(F)F)cc1Cl | . | -19
c1ccc(CN2CCSCC2)cc1 | -4 | 2
Cc1cc(C2CCCN2C(=O)c2cc(-c3ccccc3)no2)on1 (configuration not stated) | -10 | -1
O=C(NCCN1CCCCC1)C1CCCN(c2cnn(Cc3ccccc3)c(=O)c2)C1 (configuration not stated) | 2 | -1
Cc1ccc(C2CCCN2C(=O)Nc2ccccc2C)cc1 (configuration not stated) | -12 | -3
COc1cc(/C=C2/C(=O)N(c3ccc(Cl)c(Cl)c3)N=C2C)ccc1OC(C)C | 4 | -6
C=CCNC(=O)C1CCN(c2cccc(C)c2)C1=O (configuration not stated) | -6 | -4
Cc1ccc(N2CCN(C(=O)C3CCCN(c4cn[nH]c(=O)c4)C3)CC2)cc1 (configuration not stated) | -2 | -2
CCC(C)c1ccccc1OCCCCN(C)C (configuration not stated) | 5 | 1

A different layout for some results above.
COCCNC(=O)C1(C)CCC(=O)N1Cc1ccc(OC)cc1OC (configuration not stated)
  mHTT CaM bind: 7
  Pf apPOL inh: 0
Cc1nc(O)c(C(c2cccc([N+](=O)[O-])c2)c2c(O)nc(C)[nH]c2=O)c(=O)[nH]1
  mHTT CaM bind: 3
  Pf apPOL inh: 2
O=C(O)C1CC(=O)N(C2CCCC2)C1 (configuration not stated)
  mHTT CaM bind: -2
  Pf apPOL inh: 4
Cc1ccc(C)n1-c1ccc(Cc2ccncc2)cc1
  mHTT CaM bind: 65*
  Pf apPOL inh: -4

Compound profiles, from the list above.
C=CCNC(=O)C1CCN(c2cccc(C)c2)C1=O (configuration not stated) is listed as mHTT CaM bind: -6; Pf apPOL inh: -4
CCCCC(C(=O)O)N1C(=O)c2ccc(C(=O)O)cc2C1=O (configuration not stated) is listed as mHTT CaM bind: -2; Pf apPOL inh: -2

The results go on:
mol | mHTT CaM bind | Pf apPOL inh
CCNC(=O)C1CCN(c2nc3ccc(-c4ccccc4)nc3s2)CC1 | 1 | 3
COc1ccc2c(c1)Nc1ccccc1S2 | 63* | .
Cc1cc(OC(=O)C23CC4CC(CC(C4)C2)C3)c([N+](=O)[O-])c(=O)[nH]1 | 0 | -4
CCCN(CCC)S(=O)(=O)c1ccc(C(=O)Nc2cc(OC)cc(C(F)(F)F)c2)cc1 | . | -3
Cc1ccccc1C(=O)Nc1ccc(N2CCN(C(=O)c3ccc(F)cc3)CC2)nc1 | -1 | -4
CCOC(=O)c1c(NC(=O)CC)sc2c1CCC(C)C2 (configuration not stated) | -23 | -4
CC(Oc1ccccc1)C(=O)N[C@@H]1C(=O)N2[C@@H]1SC(C)(C)[C@@H]2C(=O)O (some centres not stated) | -1 | -5
O=C(/C=C/N1CCCCC1)c1cccs1 | -3 | .
O=[N+]([O-])c1ccccc1S(=O)(=O)Nc1ccc(S(=O)(=O)Nc2ccccc2Cl)cc1 | 11 | -3
COc1ccc(/C=C2N=C(/C=C/c3ccc(Cl)cc3Cl)OC/2=O)cc1OC | 24 | -1
CCCn1cc(C2=CCN(C(=O)NCCc3ccccc3)CC2)c2cccnc21 | 49 | -6
CCN(CC)c1cc(C)c2cc(NC(=O)c3ccc(OC)cc3OC)ccc2n1 | -5 | 0
CCOC(=O)C(C#N)=C1CCCc2cc(OC)ccc21 | . | -12
COc1ccc(S(=O)(=O)N(C)c2c(C)n(C)n(-c3ccccc3)c2=O)cc1OC | 0 | -2
O=C(O)C1C(=O)NCC1c1ccccc1 (configuration not stated) | -1 | -5
Cc1csc(NC(=O)CN2CCC(c3nnc(C4CC4)o3)CC2)n1 | -6 | 0
CCOC(=O)Cc1csc(NC(=O)c2nc(-c3cnccn3)no2)n1 | -7 | -1
CC(=O)N1CCc2ccc(OCC(=O)N3CCOCC3)cc2C1c1cccc(F)c1 (configuration not stated) | 1 | -5
O=C(Nc1ccccc1C(=O)Nc1ccccc1)c1ccc(F)cc1 | 3 | -4
Cn1c2c(c3cc(Oc4ccccc4)ccc31)CCCC2=O | -60 | -6
Cc1nc(-c2cccs2)c(CCC(=O)N2CCN(c3ccccn3)CC2)s1 | 10 | 7
CC(C)OC(=O)Cn1cnc2c(-c3cccc(F)c3)csc2c1=O | -23 | -4
CCC1CN2C=NC(N3CCN(C(=O)c4ccc(Cl)s4)CC3)=CC2=N1 (configuration not stated) | -2 | 4
CCS(=O)(=O)Oc1ccccc1-c1nc2cc(C)ccc2o1 | -12 | 0
CSc1sc(SC)c(CO)c1CO | -4 | .
COc1ccc(OCCNC(=O)c2ccc(OC(F)(F)F)cc2)cc1 | . | 5&-3
Cc1ccc(C(CNC(=O)C(=O)NCC(F)(F)F)N(C)C)cc1 (configuration not stated) | -20 | -6
Cc1ccc(C(=O)N2CCN(c3cc(Oc4ccccc4)ncn3)CC2)cc1 | 6 | -7
C=CCNC(=O)CC1Sc2ccccc2NC1=O (configuration not stated) | -4 | -1
O=c1oc2ccccc2cc1-c1csc(Nc2cc(F)ccc2F)n1 | 7 | -1
N#Cc1ccccc1Cn1c(=O)n(-c2ccccc2)c(=O)c2sccc21 | 2 | 0
CS(=O)(=O)N1CCc2cc(S(=O)(=O)Nc3ccc(F)c(Cl)c3)ccc21 | -8&-7 | -25&6
CC1CCN(C(=O)C2CCN(S(=O)(=O)c3ccc(Br)s3)CC2)CC1 | 0 | 0
CCOc1ccccc1C(=O)N1CCC(c2noc(N)c2C(C)C)CC1 | 5 | -2
O=C(Nc1cc(F)ccc1F)N1CCC2(CC1)Nc1cc(F)ccc1-n1cccc12 | 59* | -12
CC(C)NC(=O)N1CCN(C(C(=O)N2CCc3ccccc3C2)C2CCCC2)CC1 (configuration not stated) | 43 | -4
Cc1ccc(C(=O)N2CCCC(COc3ccc(C(=O)NC4CC4)cc3)C2)cc1F (configuration not stated) | 5 | -1
CCN1CCN(CCNC(=O)C2CCCN(c3ncc(-c4ccccc4)cn3)C2)CC1 (configuration not stated) | 4 | -3
N#Cc1c(Cl)cccc1Oc1ccc(-c2ccn(-c3ccc(Cl)cc3)n2)cc1 | . | -1
Cc1nc(Cl)c(C(=O)NCCC(C)C)c(C)c1[N+](=O)[O-] | -2 | -1
CC(C)CNC(=O)C1CC(=O)N(c2ccc3c(c2)CCN3C(=O)C2CC2)C1 (configuration not stated) | 1 | -6
CC(C1CC1)N(C(=O)c1ccc(N)cc1)c1ccccc1 (configuration not stated) | -1 | -2
O=C(C#Cc1ccccc1)c1cccc([N+](=O)[O-])c1 | 1 | 14
O=C(CSc1ccccc1C(=O)O)NC1CCCCC1 | -1 | -6
O=C(c1cccc(F)c1)N1CCN(c2c(Cl)cccc2[N+](=O)[O-])CC1 | 19 | -9
CCOC(=O)C1CCc2sc(NC(=O)Cn3nc(C)cc3C)nc21 (configuration not stated) | -10 | 1
O=C(NCC1CCCO1)c1oc(=O)c2ccccc2c1-c1ccccc1 (configuration not stated) | -7 | -1
O=C(c1ccc(Cl)cc1Cl)N1CCN(c2ccc(F)cc2)CC1 | 1 | -2
COc1ccc(S(=O)(=O)N2CCCN(CC(=O)Nc3ccc4c(c3)OCO4)CC2)cc1 | 13 | -2
CCC(=O)N1CCCN(C2=NS(=O)(=O)C(c3ccc(Cl)cc3)=C2C)CC1 | -5 | -6

(continued)
mol | mHTT CaM bind | Pf apPOL inh
O=C(NC(c1ccccc1)c1ccccc1)c1ccccc1F | -6 | -5
COc1ccc(S(=O)(=O)N2CCN(C3Cc4ccccc4C3)CC2)cc1 | 3 | -12
CCc1ccccc1NC(=O)CN(C1CCCCC1)S(=O)(=O)c1ccccc1 | -14 | 5
Cn1c(=O)c2c(SCC(=O)NCC3CCCO3)nc(C3CC3)nc2n(C)c1=O (configuration not stated) | 2 | -4
CN(C)CCCN1C(=O)C(=O)C(=C(O)c2ccccc2)C1c1cccc(Br)c1 (configuration not stated) | -2 | -3
Cc1ccc(-n2nnc3c(=O)n(CC(=O)N4CCc5ccccc54)cnc32)cc1Cl | -4 | -3
O=c1c2sccc2nc(SCc2cc(=O)n3ccccc3n2)n1CCCN1CCCCC1 | 11 | -10
CCC1(CC)OC(C2CCCCC2)Nc2ccccc21 (configuration not stated) | -8 | -6
COc1ccc(N2CCN(C(=O)C3(c4ccc(NC(=O)C(C)C)cc4)CCC3)CC2)cc1 | 31 | 3
O=C(Nc1ncc(Cc2ccccc2Cl)s1)C1CCCO1 (configuration not stated) | -2 | -2
CCOC(=O)C1=C(CC)NC2=C(C(=O)CC(C)(C)C2)C1c1cc(OC)ccc1OC (configuration not stated) | -2 | 1
COc1ccc(CCNC(=O)CC23CC4CC(C2)CC(c2ccccc2)(C4)C3)cc1OC | 20 | -4
O=C1CSC2(N1)C1CC3CC(C1)CC2C3 (configuration not stated) | . | 5
CCN(CC)CCNC(=O)CN1C(=O)/C(=C/c2ccccc2F)Sc2ccccc21 | 10 | 2
O=C(Nc1ccc2c(c1)OCCO2)c1ccc(N2CCNC(c3ccccc3)C2)nc1 (configuration not stated) | 22 | -5
CCOC(=O)C1=C(C)NC(=O)NC1c1ccc(OC(=O)c2ccco2)cc1 (configuration not stated) | -8 | -11
CC(=O)Nc1ccc(-c2noc(C3CCN(C(=O)c4ccc(F)c(F)c4)CC3)n2)cc1 | 0 | -2
COc1cccc(C(O)CN2CCN(c3cccc(Cl)c3)CC2)c1 (configuration not stated) | 5 | 6
CCOC(=O)Cc1ccc(NC(=O)N2CCc3cn(CC)c4cccc(c34)C2)cc1 | -1 | 1
COc1ccc(-c2ncc3c(n2)CCN(C(=O)Cc2cccc(OC)c2)C3)cc1 | 6 | 1
CC1C(=O)N(Cc2cn(CCC3OCCO3)nn2)CCS(=O)(=O)N1Cc1ccc(-c2cccc(CO)c2)cc1 (configuration not stated) | 15 | -5
COc1ccc(-c2coc3c(C)c4oc(=O)c5c(c4cc23)CCC5)cc1 | 2 | -4
O=C1C(=O)N(Cc2ccccc2)c2ccc(Cl)cc21 | 40 | -4
CCN1CCN(c2ccc(NC(=O)c3ccc(C(F)(F)F)cc3)cn2)C1=O | -3 | -8
O=C(Nc1ccccc1Cl)C1CCN(c2cnc(N3CCCCC3)nc2)CC1 | -8 | 0

Two entries from above, with two lines to a compound.
The line under a structure holds: mHTT CaM bind	Pf apPOL inh
COc1ccc(S(=O)(=O)N(C)c2c(C)n(C)n(-c3ccccc3)c2=O)cc1OC
 : 0	-2
O=C(O)C1C(=O)NCC1c1ccccc1 (configuration not stated)
 : -1	-5

(more compounds)
mol | mHTT CaM bind | Pf apPOL inh
Cc1ccccc1NC(=O)CC1COc2ccccc2NC1=O (configuration not stated) | -4 | 0
Fc1cccc(Cl)c1CSc1ccc(-n2cccn2)nn1 | -68 | -2
CN1CCC(c2nc(-c3ccccc3)n[nH]2)CC1 | -10 | 0
CCOc1ccc(C(O)=C2C(=O)C(=O)N(c3nnc(C)s3)C2c2ccccc2F)cc1 (configuration not stated) | 1 | -2
O=C(Nc1ccc2c(c1)OCO2)O[C@@H]1C[C@H]2C[C@@H]1[C@H]1CCCCN1[C@H]2Cc1ccccc1 | 31 | 0
O=C(NCc1c(F)cccc1Sc1ccc(Cl)cc1)c1ccccc1 | . | -14
Cc1ccccc1NC(=O)NCC1CCN(C(=O)COc2ccccc2)CC1 | -3 | -8
NS(=O)(=O)c1ccc(NC(NC(=O)c2cccc(Cl)c2)C(Cl)(Cl)Cl)cc1 (configuration not stated) | 10 | 0
O=C(NCCC1=CCCCC1)c1ccc(CN2CCOCC2)cc1 | 3 | -4
OCCN(CC#CCC(O)(c1ccccc1)c1ccccc1)CCO | 4 | 2
CCCN1CCCC(NC(=S)Nc2ccc(Br)cc2C)C1 (configuration not stated) | . | -4
O=C(c1ccco1)N1CCN(C2CN(CCc3ccccc3)S(=O)(=O)C2)CC1 (configuration not stated) | -2 | -3
